SR-BI HDL uptake = inhibitors of SR-BI mediated HDL lipid uptake, primary screen, ldlA[mSR-BI] cells, fluorescence, single point. inhibition, % at 12.5 µM. ldlA[mSR-BI] CHO cells, DiI-HDL uptake fluorescence, 3 h. 320,000 tested, 0.96% active. Scavenger receptor class B member 1 (Mus musculus), Q61009;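 active = mean replicate inhibition of at least 70% and a set share of replicates each scoring 70 or more; inconclusive = meets just one of the two criteria; inactive = fails both criteria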;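 also: 0% = median of neutral control wells and 100% = median of positive control wells; values of inactives mirror those of a sister screen read the other way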
dFosB act = activators of delta FosB homodimer, primary screen, biochemical, fluorescence polarization, TAMRA-CDK5 oligo, single point. purified delta FosB; percent of positive-control signal above neutral wells. activation, % at 25 µM. 340,000 tested, 0.99% active;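 active = mean activation above about 17%, with every replicate also reaching it, limit read from the data, passing the limit was not always enough; inconclusive = only one of the two conditions met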;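 also: fluorescence polarization rise as delta FosB binds a TAMRA Cdk5 AP-1 oligo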
Target sequence (P13346 whole entry, looked up): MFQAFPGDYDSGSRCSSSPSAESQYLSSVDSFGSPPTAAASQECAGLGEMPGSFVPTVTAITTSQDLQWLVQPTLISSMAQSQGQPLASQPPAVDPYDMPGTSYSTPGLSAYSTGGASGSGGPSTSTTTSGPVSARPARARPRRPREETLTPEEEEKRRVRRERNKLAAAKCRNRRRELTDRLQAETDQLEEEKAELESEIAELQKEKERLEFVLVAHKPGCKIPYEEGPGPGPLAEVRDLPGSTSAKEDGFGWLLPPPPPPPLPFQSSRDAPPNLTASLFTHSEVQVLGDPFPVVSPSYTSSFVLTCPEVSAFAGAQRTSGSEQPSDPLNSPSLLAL
HTR5A inv ctr = HTR5A inverse agonists in luminescence cell assay, primary screen, counter-screen for OPRM1-OPRD1 heterodimer inverse agonist project, full-deck HTS. 5-hydroxytryptamine receptor 5A (Homo sapiens), P47898. inhibition, % at 9.3 µM. HTR5A cell line, inverse agonism. 340,000 tested, 0.083% active; in the data active = inhibition mostly above about 23%, no sharp cut-off; inactive = mostly below about 18%;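 also: 0% = cells with DMSO and 100% = no-cell wells with DMSO; some compounds called inactive have numbers as strong as hits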
Target sequence (P47898 whole entry, looked up): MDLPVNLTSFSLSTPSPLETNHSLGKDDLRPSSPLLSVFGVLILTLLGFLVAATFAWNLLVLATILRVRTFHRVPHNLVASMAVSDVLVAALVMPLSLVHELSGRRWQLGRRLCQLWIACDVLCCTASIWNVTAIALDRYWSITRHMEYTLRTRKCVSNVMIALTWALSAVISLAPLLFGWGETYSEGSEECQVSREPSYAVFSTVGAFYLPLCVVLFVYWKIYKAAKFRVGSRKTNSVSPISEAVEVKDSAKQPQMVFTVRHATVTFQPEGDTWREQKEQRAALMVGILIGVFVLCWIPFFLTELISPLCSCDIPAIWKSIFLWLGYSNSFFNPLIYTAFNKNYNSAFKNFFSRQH
NSD2 inh = NSD2 histone methyltransferase inhibitors, primary screen, biochemical, AlphaScreen, single concentration, set 2 | Histone-lysine N-methyltransferase NSD2 (Homo sapiens), O96028 | NSD2 peptide methylation, 120 min | inhibition, % at 12.5 µM | AID 743445, 2014 | 310,000 tested, 0.54% active; in the data active = inhibition above about 50%
PvdQ acylase = P. aeruginosa PvdQ acylase inhibitors, primary screen, biochemical, fluorescence, plate reader and imaging, single point | PvdQ acylase [Pseudomonas aeruginosa LESB58] | purified PvdQ acylase | inhibition, % at 10 µM | 340,000 tested, 0.063% active | AID 488965, 2010; in the data active = inhibition above about 30%, passing the limit was not always enough; inconclusive = no clear call, values can overlap the other calls;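 also: 0% = vehicle neutral wells and 100% = reference inhibitor wells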
Wnt bcat act = Wnt/beta-catenin pathway activators, primary screen, cell-based, plate reader, single point. Wnt/beta-catenin reporter cell assay, activator. activation, % at 9.35 µM. 300,000 tested, 1.2% active. AID 743398, 2014; in the data active = activation above about 30%, passing the limit was not always enough; inconclusive = no clear call, values can overlap the other calls;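 also: 0% = neutral control wells and 100% = positive control wells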
MITF act = activators of MITF-driven TRPM1 promoter reporter, primary screen, cell-based, SK-MEL-5, luciferase, single point; SK-MEL-5 TRPM1-promoter luciferase, 24 h; % of positive control, neutral wells = 0; activation, % at 12.5 µM; 300,000 tested, 0.75% active; AID 588334, 2011;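 active = mean activation of at least 80% with every replicate also reaching 80%; inconclusive = mean reaches 80% but some replicate falls short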;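 also: 0% = neutral control wells and 100% = parthenolide positive control wells; values of inactives mirror those of a sister screen read the other way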
V-ATPase pH = regulators of yeast V-ATPase proton pumping, primary screen, pHLuorin cytosolic pH fluorescence; S. cerevisiae; response, % at 10 µM; 350,000 tested, 0.37% active; in the data active = response mostly above about 7.3%, no sharp cut-off; inactive = mostly below about 5.4%; also: actives read high; inactives centre near 0; some compounds called inactive have numbers as strong as hits; reference of the scale not given here
HTR5A ag ctr = HTR5A agonists in luminescence cell assay, primary screen, counter-screen for OPRM1-OPRD1 heterodimer agonist project, full-deck HTS; cell-based; activation, % at 9.3 µM; 340,000 tested, 0.61% active; AID 504692, 2011; in the data active = activation mostly above about 9.5%, no sharp cut-off; inactive = mostly below about 7.6%;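 also: 0% = cells with vehicle only and 100% = reference agonist; strong numbers were not always called active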
CDK5 p35 inh = inhibitors of human CDK5/p35 kinase, primary screen, biochemical, single concentration; Cyclin-dependent kinase 5 (Homo sapiens) + Cyclin-dependent kinase 5 activator 1 (Homo …; Recombinant CDK5/p35, ADP-Glo luminescence, 60 min; inhibition, % at 10 µM; 330,000 tested, 0.01% active;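 active = highest replicate inhibition of at least 50% and at least 75% of replicates reaching 50%; inconclusive = only one of the two criteria met; inactive = both criteria failed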;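 also: plate controls were DMSO neutral control for no effect and GW8510 at 10 µM for full effect; many of its hits are not listed in these tables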
Numbers without * were called inactive; ? = inconclusive; / = no result given.

SMILES,SR-BI HDL uptake,dFosB act,HTR5A inv ctr,NSD2 inh,PvdQ acylase,Wnt bcat act,MITF act,V-ATPase pH,HTR5A ag ctr,CDK5 p35 inh
Cc1ccc(C2=NNC(c3cccc(F)c3)S2)cc1 (stereo not given),5,-10,3,/,-11,6,-19,-1,-4,-1.6
O=C(COc1ccc(Cl)cc1)NNC(=O)C(=O)NC1CCCCC1,-8,2,-17,2,4,3,-2,-5,2,-0.6
O=C(NCc1ccccc1Cl)C(=O)NCC(c1ccco1)N1CCOCC1 (stereo not given),3,-1,-10,-1,-4,-2,-5,-3,3,1.1
COC(=O)c1cc(=O)n(CCc2ccc(OC)cc2)c(=Nc2ccc(F)c(Cl)c2)s1,62,3,9,/,16,-19,-8,4,-2,0.5
COc1ccc(C)cc1NC(=O)CNCc1cccs1,1,-14,1,-1,-13,1,/,0,0,1.6
O=C(O)c1ccc2c(c1)C(=O)N(c1ccc(Nc3ccccc3)cc1)C2=O,/,-8,0,3,-14,-1,5,2,0,-1.2
CCc1ccc(CN(Cc2cccnc2)C(=O)/C=C/c2ccc(OC)cc2)cc1,/,-13,-6,5,1,-1,9,-2,4,-1.1
Cc1ccc(CNC(=O)COC(=O)c2ccc(S(=O)(=O)N3CCCC3)cc2)cc1,11,1,-13,-5,3,-2,2,6,0,-0.3
CCOC(=O)C(C)Oc1cccc2c(=O)n(CC(=O)NCc3ccccc3)ccc12 (stereo not given),-17,-9,-29,-7,1,-3,-48,-4,6,-2.6
OCCC1CN(Cc2ccc(Oc3ncccn3)cc2)CCN1CCc1ccccc1 (stereo not given),-21,-3,15,3,-26,2,9,2,-6,-2.7
Cc1ccccc1CSCC(=O)N/N=C/c1cccs1,/,1,5,-3,1,/,17,2,0,0.0
Cc1noc(/C=C/N(C)C)c1S(=O)(=O)N1CCC(C(=O)Nc2ccc(Cl)cc2)CC1,15,3,1,-1,-4,-3,17,1,0,/
CCN1C(=O)CSC1=Nc1ccccc1Cl,-3,1,-34,-3,-9,-5,-1,6,-2,0.5
CCOc1ccc(C(=O)N[C@H](C(=O)Nc2cccc(S(=O)(=O)N3CCOCC3)c2)C(C)C)cc1,31,8,8,0,-16,1,-6,2,-3,-0.7
CCn1c(CNC(C)=O)nnc1SCC(=O)c1ccc(Br)cc1,-14,-1,3,4,7,/,-9,-6,-1,11
CC(C)N(Cc1nc(-c2ccccc2)no1)C(=O)c1ccc(Cl)cc1,-19,-1,-32,/,9,-1,/,-1,10,-0.7
COC(=O)N/N=C(\C)c1ccc(-n2ccnc2)cc1,-25,-8,-3,2,-15,0,9,3,1,-0.3
CCOC(=O)C(C)Oc1ccc2c(-c3cccc([N+](=O)[O-])c3)cc(=O)oc2c1 (stereo not given),-5,-1,3,2,5,-2,0,-2,1,-6.6
CCOC(=O)c1sc(-c2cccc([N+](=O)[O-])c2)cc1N,29,-6,12,0,18,6,16,-1,-5,-0.9
O=C(COC(=O)c1ccc(O)cc1O)NC1CC1,4,2,16,-3,-12,1,-2,2,-7,-1.5
O=C1NC2(CCCCC2)C(=O)N1CC(=O)N1CCc2ccccc21,-11,-5,-40,-2,3,-4,1,3,11*,0.6
CC(=O)N1c2ccc(S(=O)(=O)NCCC(=O)NCCc3ccc(Cl)cc3)cc2CC1C (stereo not given),-2,-11,-15,-4,-2,-2,-12,4,-2,0.9
COc1ccc(S(=O)(=O)N2CCCCCC2)cc1NC(=O)Cc1ccccc1,-4,-11,34,-3,1,0,-9,-3,5,0.9
Cc1cc2c(SCc3ccccc3Cl)nc(N)nc2nc1C,29,3,-15,0,-7,-2,-18,2,4,-0.6
COc1ccccc1CN1CC(C(=O)NCCC2=CCCCC2)CCC1=O (stereo not given),4,-1,-5,3,4,5,7,-5,-5,0.4
O=C(NC1CCCCC1)C(c1cccnc1)N(C(=O)c1csnn1)c1ccccc1F (stereo not given),/,-10,-9,-5,-10,1,8,-1,3,0.1
COc1cccc(C(=O)c2c[nH]c(C(=O)NCc3cccnc3)c2)c1,-11,-10,20,25,-7,-1,9,-1,-4,-2.6
Cc1cccc(NC(=O)C(C)n2cc([N+](=O)[O-])cn2)n1 (stereo not given),-12,-2,54,-5,-15,-2,-3,-2,-1,0.6
Cc1ccc(Cl)cc1-n1c(SCC(=O)NCCC2=CCCCC2)nc2n[nH]c(C)c2c1=N,2,-7,5,-5,-18,-3,-28,1,3,/
COc1cc2cc(CN(CCc3ccccc3C)C(=S)NCCCN3CCOCC3)c(=O)[nH]c2cc1OC,-23,-8,-8,1,-14,50*,10,3,3,-1.1
O=C(NC1CCCCC1)C1CC=CCC1C(=O)OCC(Cl)=C(Cl)Cl (stereo not given),/,-4,-7,-3,-3,0,5,0,3,0.9
CCCN1C(=O)c2cc(C(=O)O)ccc2C1O (stereo not given),0,1,3,/,-6,-1,-6,4,-1,1.3
O=C(Nc1cccc(C(F)(F)F)c1)/C(=C/c1ccco1)NC(=O)c1cccs1,16,-2,3,1,18,1,-9,4,-1,1.4
CCN1C[C@@H]2[C@@H]3C(=O)N(Cc4ccccc4)C(=O)[C@@H]3[C@](CC)(C1=O)N2C(=O)c1ccc(Br)cc1,-10,0,5,/,-1,0,-1,-3,-1,0.3
CC1(C)CC(=O)C=C(Nc2ccccc2NC(=O)c2cnccn2)C1,/,5,-17,-5,7,/,-4,-5,0,0.7
CC(=Nc1ccc2c(c1)nc(CO)n2C)C1=C(O)CC(C)(C)CC1=O,-48,-2,20,-3,2,/,11,4,-8,-1.4
O=C(OCc1c(-c2ccccc2)ncc2ccccc12)c1ccc(Br)cc1,-23,2,15,/,-12,1,3,-1,-1,-0.6
O=C(c1ccc(Br)o1)N1CCN(c2ccc3nnc(-c4ccc(F)cc4)n3n2)CC1,32,-9,-20,/,5,3,/,-6,7,-1.4
CCCCc1cc(=O)oc2cc(C)cc(OCC(=O)N3C[C@H]4C[C@@H](C3)c3cccc(=O)n3C4)c12,-20,-9,7,/,-13,-1,11,3,3,-0.6
CCN(CC(=O)NCc1ccc(Cl)cc1)CC(=O)Nc1ccc(C(N)=O)cc1,-2,-6,-10,-2,-8,-3,-5,1,4,-0.3
CCS(=O)(=O)N1Cc2ccccc2CC1C(=O)OCC(=O)N(C(C)C)C(C)C (stereo not given),-1,-1,14,-10,-13,-1,-11,-1,0,-2.2
CSc1cccc(NC(=S)N2CCC(N(C)C3CCCCC3C)CC2)c1 (stereo not given),-4,0,-10,6,2,-4,14,-1,4,1.8
O=C(CN1C(=O)C(=O)N(CCC2=CCCCC2)C1=O)c1c[nH]c2ccccc12,-3,0,-24,4,2,2,-19,-2,3,0.3
Cc1ccc(S(=O)(=O)N(C)c2c(C)ccc(S(=O)(=O)N3CCN(C=O)CC3)c2C)cc1,2,-6,-4,0,-15,0,0,0,3,0.6
O=C(Nc1cccc(C(F)(F)F)c1)C(SCCO)c1ccccc1 (stereo not given),4,-13,3,-3,-9,/,4,2,-1,-0.2
CN(CC(=O)NCc1ccco1)C(=O)C1CC(=O)N(c2ccc3c(c2)OCCO3)C1 (stereo not given),-17,-8,10,0,5,-1,18,2,-4,-0.4
CCCn1cnc2c(SCCc3ccccc3)nc(N)nc21,9,-7,-9,-2,-8,1,44,0,2,-0.5
COc1cccc(-c2nnn(CC(=O)Nc3ccc(C)cc3C)n2)c1OC,3,?,12,1,-9,/,/,0,-5,-0.2
Cc1cccn2c(=O)c3cc(C(=O)NC4CCCCC4C)n(C)c3nc12 (stereo not given),10,-5,15,1,-12,2,9,-2,-3,-0.3
COc1ccc(Nc2nc(C(=O)N(CCO)Cc3ccccc3)cs2)cc1,3,-3,4,5,8,-1,-5,1,-3,1.1
CN(C)C(CNC(=O)CCc1c[nH]c2ccccc12)c1ccccc1 (stereo not given),-38,-7,-3,21,5,0,-6,-4,1,1.2
CCCn1c(N)[n+](CC(=O)c2ccco2)c2ccccc21,-8,-9,5,-1,-13,/,-2,-2,-3,-0.1
O=C(Nc1nccs1)C(Br)C(Br)c1ccccc1 (stereo not given),27,-8,7,-7,-5,37*,54,3,-2,5.5
COC(=O)CCC(=O)OC1(C)C(=O)C2=CN(c3ccccc3)C(c3ccc(OC)cc3)=CC2=C(Br)C1=O (stereo not given),10,-18,-3,/,-7,3,-8,-7,4,1.6
CCOC(=O)C1CCN(C(=S)Nc2cc(OC)c(OC)cc2C(=O)OC)CC1,36,-4,7,-4,-15,0,-3,-3,3,0.5
COC(=O)c1c(-c2ccccc2)csc1NC1=NS(=O)(=O)c2ccccc21,26,3,-12,0,11,/,54,-2,-3,-2.1
